FXIIa inh mix – blocks human factor XIIa in pooled compound mixtures. P00748. inhibition, % at 5 µM. 62,000 tested, 0.2% active. AID 684. purified FXIIa, fluorogenic substrate;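 further: 0% = enzyme without compound and 100% = no enzyme blank; some results filed as inactive read as strong as hits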
MKP-1 inh – human dual specificity phosphatase 1 inhibition. P28562. recombinant MKP-1, OMFP hydrolysis fluorescence. inhibition, %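 (compounds tested at a single concentration somewhere between 10 and 100 µM)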. 65,000 tested, 0.15% active. AID 374;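 active means inhibition above about 50%, limit read from the data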;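 further: 0% = DMSO max control wells and 100% = wells with enzyme stopped by NaOH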
FXIa mix inh – factor XIa (human) inhibition, mixture screen. purified FXIa, fluorogenic substrate, pooled mixtures. AID 680. P03951. 62,000 tested, 0.19% active. inhibition, % at 5 µM;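 further: each value is inhibition by a whole ten-compound pool holding the compound; 0% = enzyme with no mixture and 100% = wells lacking enzyme; strong numbers were not always called active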
Target sequence (P03951 19-387 limits assumed): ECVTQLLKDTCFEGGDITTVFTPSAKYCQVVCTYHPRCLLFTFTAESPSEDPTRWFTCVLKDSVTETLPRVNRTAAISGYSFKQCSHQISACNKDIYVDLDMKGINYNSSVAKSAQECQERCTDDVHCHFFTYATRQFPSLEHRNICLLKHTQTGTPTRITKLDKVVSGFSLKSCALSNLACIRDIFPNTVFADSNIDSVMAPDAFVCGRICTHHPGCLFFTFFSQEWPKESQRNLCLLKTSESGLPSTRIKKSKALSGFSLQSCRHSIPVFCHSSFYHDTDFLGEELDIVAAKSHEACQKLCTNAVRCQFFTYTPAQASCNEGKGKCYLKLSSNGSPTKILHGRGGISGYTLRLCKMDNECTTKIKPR
Target sequence (P03951 388-625 limits assumed): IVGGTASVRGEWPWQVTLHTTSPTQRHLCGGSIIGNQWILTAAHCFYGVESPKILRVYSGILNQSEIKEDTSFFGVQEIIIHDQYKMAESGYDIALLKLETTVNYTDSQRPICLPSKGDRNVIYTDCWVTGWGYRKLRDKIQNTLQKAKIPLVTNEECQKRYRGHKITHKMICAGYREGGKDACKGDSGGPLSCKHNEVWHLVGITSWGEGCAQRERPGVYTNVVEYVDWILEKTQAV
C1s inh – blocks human complement C1s protease activity; P09871; purified C1s, fluorogenic AMC substrate, pooled mixtures; mean inhibition % of two 10-compound mixtures (active compounds read high), % at 5 µM (by protocol); 62,000 tested, 0.16% active;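 active means inhibition above 20% in each of the two 10-compound mixture wells holding the compound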;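 further: 0% = enzyme wells lacking compound mixture and 100% = no-enzyme blank wells; some compounds called inactive have numbers as strong as hits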
CatL inh – inhibitors of human cathepsin L. purified cathepsin L, fluorogenic substrate, fluorescence. P07711. 58,000 tested, 0.17% active. AID 460. inhibition, %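 (tested at 10 µM)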; in the data active means inhibition above about 45%;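 further: 0% = enzyme with no compound and 100% = no enzyme blank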
Target sequence (P07711 114-288 limits assumed): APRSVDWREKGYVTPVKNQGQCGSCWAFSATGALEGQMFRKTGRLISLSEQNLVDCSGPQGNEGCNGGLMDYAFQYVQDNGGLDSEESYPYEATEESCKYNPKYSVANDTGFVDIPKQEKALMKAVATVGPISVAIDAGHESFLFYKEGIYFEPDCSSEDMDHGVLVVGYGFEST
Target sequence (P07711 292-333 limits assumed): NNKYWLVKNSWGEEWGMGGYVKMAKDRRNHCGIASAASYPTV
CatG inh – inhibitors of human cathepsin G; P08311; purified enzyme, AMC-tetrapeptide fluorescence, pooled mixtures; inhibition, % at 5 µM (by protocol); 62,000 tested, 0.2% active;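 active means inhibition above 20% in each of the two mixture wells holding the compound; inactive means inhibition of 20% or less in either well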;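 further: 0% = enzyme control without mixture and 100% = blank lacking enzyme; strong numbers were not always called active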
Cdc25B inh – human M-phase inducer phosphatase 2 inhibition. recombinant Cdc25B, OMFP fluorescence Ex485/Em525. 65,000 tested, 0.1% active. inhibition, %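 (compounds tested at 10 µM final in the well)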. P30305; in the data active means inhibition above about 50%
5HT1a ag – agonists of human 5-HT1a serotonin receptor; activation, % at 10 µM; P08908; AID 567; CHO 5-HT1a Ga15 NFAT-bla reporter, FRET ratio; 0% basal, 100% maximal reference agonist; 65,000 tested, 0.56% active;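 active means activation above the screen-wide mean activation plus 3 SD, cut at about 19% in these data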;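 further: 0% = DMSO wells and 100% = 5-CT at EC100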
Hsp90 inh – displaces geldanamycin probe from tumor Hsp90; NCI-N417 lysate Hsp90, Cy3B-geldanamycin FP displacement; inhibition, % at 30 µM; 64,000 tested, 0.35% active;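 active means inhibition above 50%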;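 further: 0% = tracer plus lysate wells and 100% = tracer alone without lysate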
Active calls of the source: *; . = not tested or not shown. Unless noted, no stated cut-off is given here; in the data, active means inhibition above about 20% (passing the limit was not always enough); inactive means the rest. Hits appear at their usual frequency. About 1.6% of those tested had a hit in this group.

SMILES	FXIIa inh mix	MKP-1 inh	FXIa mix inh	C1s inh	CatL inh	CatG inh	Cdc25B inh	5HT1a ag	Hsp90 inh
Cc1cc(C)cc(N(CC(=O)Nc2c(C)n(C)n(-c3ccccc3)c2=O)S(C)(=O)=O)c1	7.4	8.1	-2.9	-29.6	17.3	6.7	4.2	-0.5	0.1
COc1cccc(-c2nc(C(N)=O)c3[nH]c(=O)n(-c4cccc(Cl)c4)c3n2)c1OC	2.7	-0.1	7.1	-34.2	-5.6	-6.3	-8.8	2.3	-2.9
Cc1ccc(C)c(/C(O)=C2\C(=O)C(=O)N(CCCn3ccnc3)C2c2ccncc2)c1 (configuration not stated)	-11.8	7.6	-0.4	-7.9	-3.3	6.8	0.6	-0.3	0.7
CCCCNC(=O)CC1Nc2ccccc2NC1=O (configuration not stated)	1.0	-3.8	4.7	-3.6	.	9.8	7.7	-1.4	-1.2
CCCOc1ccc(S(=O)(=O)NCCN2CCOCC2)c2ccccc12	3.7	9.6	10.8	2.1	-3.7	1.9	0.8	0.9	4.9
O=C(Nc1ccccc1Cl)c1c(F)c(F)c(F)c(F)c1F	1.7	-2.3	11.0	-13.4	0.1	-4.0	-8.3	-0.2	0.4
O=C(NC1CCCCC1)C(c1ccccc1)N1CCOCC1 (configuration not stated)	2.7	1.1	7.3	4.8	4.0	1.5	-13.3	-0.2	-1.9
COc1ccc(NC(=O)c2cc(C(C)C)on2)c(OC)c1	-5.1	-6.4	9.3	4.2	-6.0	14.0	-10.3	-0.6	-1.6
CN1C(=O)CC(N2CCC(C(N)=O)(N3CCCCC3)CC2)C1=O (configuration not stated)	9.2	-3.4	4.6	9.7	9.8	10.1	6.4	-1.6	-0.8
Cc1ccccc1-c1nnc(SCC(=O)Nc2cccc(C)c2C)o1	4.2	8.8	-3.0	-20.9	11.7	-15.1	3.9	-0.4	-0.2
Cc1ccc(Cn2ccc(NC(=O)c3cc(C(C)C)on3)n2)cc1	-1.7	-9.4	10.5	18.3	7.8	13.1	-7.3	-0.2	-6.7
NC(=O)C1CC(O)CN1c1nc(CN2CCOCC2)nc2scc(-c3ccccc3)c12 (configuration not stated)	7.1	7.8	-2.6	-1.6	4.0	-1.5	-1.5	-3.1	-0.1
COc1cc(C(=O)Nc2ccc(OCC(=O)O)cc2)cc(OC)c1OC	2.7	5.2	9.0	-4.1	1.4	-0.2	-13.6	0.7	0.3
Cc1cc(NC(=O)COc2ccc(N(C)S(=O)(=O)c3ccccc3)cc2)no1	-10.4	-0.7	4.1	-6.8	-0.9	-2.4	-2.3	-5.9	-1.2
Cc1cc(C)c2nc(C(F)(F)F)nc(N3CC(C)OC(C)C3)c2c1 (configuration not stated)	2.2	-3.5	-20.8	-109.4	11.9	-9.0	-7.2	0.8	0.1
O=C(Nc1ccccc1N1CCN(c2ccc(F)cc2)CC1)c1ccccc1	0.7	-12.7	5.6	10.9	5.1	13.3	-0.6	2.8	3.1
O=c1cc(O)nc(SC23CC4CC(CC(C4)C2)C3)[nH]1	0.0	-7.1	1.7	14.9	-0.4	14.4	1.4	0.1	-11.0
CCN(CC)Cc1c[nH]c2c(C(=O)OC)cccc12	1.8	-13.9	7.1	1.7	-3.0	5.6	-6.4	-1.4	0.9
O=C(O)c1cccnc1-c1ncccc1C(=O)O	1.2	-9.8	-4.2	1.9	18.6	6.9	-7.9	0.8	-0.3
Cc1ccc(N(CC(=O)Nc2ccc(S(=O)(=O)N3CCOCC3)cc2)S(C)(=O)=O)cc1C	-1.5	12.4	2.9	-4.8	5.1	-4.2	-19.4	-2.5	.
CCOC(=O)c1[nH]c(C)c(C(=O)NC2CCCCCC2)c1C	0.0	12.1	-0.1	11.6	11.8	8.8	13.3	-0.7	1.0
CCOC(=O)CSc1nnc(CSc2nc3ccccc3c(=O)[nH]2)n1-c1ccccc1	4.2	6.3	3.6	11.3	8.3	9.2	-16.9	1.3	2.6
O=C(NCc1cn2ccsc2n1)c1cccc(C(F)(F)F)c1	-17.5	-7.2	6.4	6.6	0.7	9.0	-5.1	-4.9	0.2
COc1ccc(Cl)c(Cn2c(NCCCO)nc3c2c(=O)n(C)c(=O)n3C)c1	-0.4	-0.3	-2.6	-28.3	56.8*	2.2	-4.5	0.2	0.7
Fc1ccc(-c2cc3nc(-c4ccccc4)cc(N4CCOCC4)n3n2)cc1	0.2	9.8	1.7	-21.2	-62.0	0.4	-8.0	0.0	-6.2
CCOc1ccc2[nH]c(=O)c(CN(Cc3ccco3)Cc3nnnn3Cc3ccccc3)cc2c1	2.4	14.4	2.7	12.0	-10.4	7.7	-5.1	-3.1	-3.2
CCN1CCN(C(=O)C(C)N(c2ccc(C)cc2)S(C)(=O)=O)CC1 (configuration not stated)	4.9	23.9	1.7	5.1	6.8	9.8	-16.3	0.0	0.8
CCCn1c(SCC(=O)Nc2nc(C)cs2)nnc1-c1cccnc1	7.6	-29.9	4.6	11.3	12.4	7.1	6.5	-2.5	-4.3
O=c1cc(CSc2nnnn2-c2ccccc2)nc2nc[nH]n12	3.7	6.4	0.0	0.7	.	10.9	-6.1	0.0	-21.6
CC(C)(S)[C@@H](N)C(=O)O	16.8	-16.4	-21.8	-152.8	2.8	-2.9	-14.7	-1.2	-6.5
CC(C)C(NC(=O)c1cccs1)c1nnc(SCC(=O)Nc2nccs2)n1C (configuration not stated)	0.2	6.6	12.8	10.9	1.6	-6.8	-0.4	-1.7	-5.2
Cc1nc(NC(=O)CN2CCOCC2)sc1-c1ccccc1	4.3	7.9	-4.1	-49.4	.	-6.5	-6.1	-3.3	.
O=C(Nc1ccc(Cc2ccncc2)cc1)c1ccc(Br)o1	1.2	3.9	5.7	13.5	2.8	7.7	-15.1	1.4	-2.8
COc1ccc(OC)c(CCNC(=O)CC2Oc3ccccc3NC2=O)c1 (configuration not stated)	0.3	8.0	5.5	2.9	.	-4.0	-0.5	-0.5	-0.3
CCc1[nH]nc2c1C1(C(=O)N(Cc3ccccc3)c3ccccc31)C(C#N)=C(N)O2 (configuration not stated)	0.0	31.2	3.8	12.0	8.8	12.1	-3.9	-0.9	-4.3
O=c1c2ccccc2nc2c3ccccc3ncn12	14.5	8.6	8.5	3.9	-6.5	10.7	1.7	-2.1	.
O=C(NCCN1CCOCC1)C1CCN(S(=O)(=O)N2CCCCC2)CC1	5.2	-7.0	5.9	-11.3	-4.2	-2.8	-0.3	-2.1	0.8
O=C(Cc1ccccc1)NCCn1ccc2ccccc21	-3.0	2.2	8.8	-1.1	.	1.8	-2.6	-1.0	-3.8
Cc1cccc(-n2ncc3c(NCc4ccco4)ncnc32)c1	.	-21.0	.	.	4.0	.	-2.6	0.9	-3.2
COCCCNC(=O)Cn1nnc(-c2ccccc2NC(=O)c2ccc(F)cc2)n1	-16.3	-0.9	9.0	20.3	6.5	10.7	-19.5	-0.1	.
O=C(O)C1CC=CCC1C(=O)Nc1cccc(Cl)c1 (configuration not stated)	4.9	6.8	1.2	-0.2	-5.5	-5.2	-2.1	-2.7	-4.7
N#Cc1c(NC(=O)CSc2ncn[nH]2)sc2c1CCCCC2	7.6	-0.9	-2.0	-9.7	-2.5	-9.4	0.7	5.2	-7.7
COc1ccc(-n2c(NC(=O)c3ccco3)c(C#N)c3nc4ccccc4nc32)cc1	0.2	24.0	2.8	0.2	-18.3	5.9	6.1	22.1*	41.0
CCCNC(=O)N1CCN(c2nc(C(C)C)c3c(c2C#N)CC(C)(C)OC3)CC1	-0.2	11.2	-0.6	8.7	.	10.1	-14.6	0.9	-1.4
COc1ccccc1N(Cc1cc2cccc(C)c2[nH]c1=O)C(=O)C(C)C	.	6.1	.	.	.	.	-5.9	-1.9	-3.2
COc1cccc(-c2nc(CS(=O)CC(=O)O)c(C)o2)c1 (configuration not stated)	4.6	-2.4	1.4	-5.3	-1.0	10.1	-8.1	-2.2	-4.5
CCOC(=O)c1nnc2ccnn2c1N	9.1	-3.4	7.6	12.7	14.3	6.5	5.5	-1.9	-3.6
COc1ccc(OC)c(C(c2nnnn2C2CCCC2)N2CCN(c3ccc(F)cc3)CC2)c1 (configuration not stated)	8.8	-15.6	7.9	16.8	.	11.1	-5.3	1.7	-6.3
Nn1c(CN2CCCCC2)nc2ccccc2c1=O	9.3	1.6	1.8	26.0	13.7	-3.8	-3.7	0.5	-1.1
Cc1ccc(/C(O)=C2/C(=O)C(=O)N(CCN3CCOCC3)C2c2ccccn2)cc1 (configuration not stated)	-10.5	0.7	2.7	15.6	20.0	11.0	1.9	-1.8	-5.5

Molecules above that contain a COOH group (five):
SMILES	FXIIa inh mix	MKP-1 inh	FXIa mix inh	C1s inh	CatL inh	CatG inh	Cdc25B inh	5HT1a ag	Hsp90 inh
COc1cc(C(=O)Nc2ccc(OCC(=O)O)cc2)cc(OC)c1OC	2.7	5.2	9.0	-4.1	1.4	-0.2	-13.6	0.7	0.3
O=C(O)c1cccnc1-c1ncccc1C(=O)O	1.2	-9.8	-4.2	1.9	18.6	6.9	-7.9	0.8	-0.3
CC(C)(S)[C@@H](N)C(=O)O	16.8	-16.4	-21.8	-152.8	2.8	-2.9	-14.7	-1.2	-6.5
O=C(O)C1CC=CCC1C(=O)Nc1cccc(Cl)c1 (configuration not stated)	4.9	6.8	1.2	-0.2	-5.5	-5.2	-2.1	-2.7	-4.7
COc1cccc(-c2nc(CS(=O)CC(=O)O)c(C)o2)c1 (configuration not stated)	4.6	-2.4	1.4	-5.3	-1.0	10.1	-8.1	-2.2	-4.5

(listing goes on)
SMILES	FXIIa inh mix	MKP-1 inh	FXIa mix inh	C1s inh	CatL inh	CatG inh	Cdc25B inh	5HT1a ag	Hsp90 inh
O=C(CN1CCc2[nH]c3ccccc3c2C1)N1CCCCC1	.	-21.9	.	.	0.7	.	-39.6	0.7	-9.4
COc1ccc(-c2nc3n(c2Br)CCC3)cc1	-22.3	-17.8	7.6	-29.6	16.6	7.0	2.8	0.8	1.1
CCOc1cc(-c2nc(-c3ccncc3)no2)cc(OCC)c1OCC	-10.9	43.2	5.5	18.3	19.5	10.8	-8.0	0.9	-2.0
O=C(C1CCCC1)N(c1ccccc1)C1C=CS(=O)(=O)C1 (configuration not stated)	-16.1	5.1	-1.3	-9.1	10.2	-3.5	-1.5	-3.8	-4.8
O=C(NCCO)c1cc2ccccc2cc1O	6.9	-15.1	1.3	0.9	20.1	-3.3	4.7	-0.3	-4.5
[N-]=[N+]=CC(=O)CC(c1ccccc1)N1C(=O)c2ccccc2C1=O (configuration not stated)	5.2	-0.8	0.6	-35.7	4.6	5.8	-6.4	-3.1	-6.8
COc1ccc(CCC(=O)NCc2cn3ccsc3n2)cc1	.	1.6	.	.	.	.	-2.7	-6.1	-2.0
O=C(Nc1ccc(N2CCN(C(=O)c3ccccc3)CC2)c(Cl)c1)c1ccc(Br)o1	.	-7.3	.	.	17.8	.	8.7	2.4	-4.3
CCOC(=O)N1CCC(Nc2ccc3nnc(-c4ccccc4)n3n2)CC1	-18.5	43.3	-2.4	-10.2	.	4.0	-9.6	-0.5	-1.9
O=C(Cn1cccc1C(=O)c1ccccc1)NCCCN1CCOCC1	7.3	-18.3	3.5	18.0	0.8	7.0	-6.6	-2.4	-1.3
CCOC(=O)c1cn(-c2ccccc2)nc1-c1ccncc1	-0.3	-18.4	5.0	0.7	6.8	-1.5	-0.3	-0.6	-1.0
Cc1ccccc1C(=O)c1cccn1CC(=O)N1CCCCCC1	12.1	-1.6	14.0	-14.4	10.5	6.9	-5.4	-4.8	-3.5

Compound activity: PubChem, several laboratories
